Screens as filed in PubChem BioAssay.
T cell modulator – T cell immune modulation candidate; hit rate 0.068% among 330,000; 2C CD8+ T cell-vesicle binding, flow cytometry; stronger effect = lower value; calls only at 7 µM;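 active = response, share of CD8 T cells binding vesicles, and their 90th percentile fluorescence all below set limits, cut at about 80% in these data, passing the limit was not always enough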
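incubation = binding step 1.5 h, 37 °C, antibody labelling 20 min, ice | test system = 2C mouse CD8+ T cells | read-out basis = percent CD8+ FL2 mean versus row control | controls = Peptide-free naked vesicles (low) and QL9 vesicles with 0.7% DMSO vehicle (high) | detection = flow cytometry of vesicle-bound cells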
Ins promoter up – MIN6 insulin promoter up-regulation. MIN6 insulin promoter-GFP reporter, high-content imaging; stronger effect = higher value. z-score at 5 µM. hit rate 0.3% among 190,000. AID 1625;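 active = z-score above 3 at 5 µM with at least 500 cells counted in the well; inconclusive = wells under 500 cells, flagged as cytotoxic or low count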
b-catenin transl – modulators of beta-catenin nuclear translocation | HeLa beta-catenin nuclear translocation, immunofluorescence imaging | nuclear translocation activity, % at 5 µM | hit rate 0.3% among 190,000 | AID 1665;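 active = nuclear translocation activity above 50% at 5 µM, with a well cell count of 50 or more; inconclusive = wells under 50 cells across six images, flagged as toxic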;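 also: per-cell ratio of nuclear to cytoplasmic median beta-catenin stain intensity; plate controls were DMSO negative control for no effect and GSK-3 inhibitor IX positive control for full effect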
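Assay system: human HeLa cells, native beta-catenin; doses: 5 µM primary, 0.02–20 µM confirmation; incubation: compound treatment 24 h, 37°C, 5% CO2; technique: fluorescence imaging of beta-catenin antibody stain plus DAPI; measure: % activation, nuclear-to-cytoplasmic median beta-catenin signal ratio per cell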
MT stabilize HCS – microtubule stabilization, imaging screen. HeLa tubulin immunostaining HCS, 24 h; share of cells brighter than vehicle mean+2SD. % tubulin-high responders, % at 10 µM. hit rate 0.83% among 200,000. AID 2205;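 active = plate Z-score above 3 for both tubulin-high and condensed-nucleus cell shares, with cell loss under 80%, at 10 µM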;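 also: anti alpha tubulin signal scored within the nucleus-defined area of each cell; some results filed as inactive read as strong as hits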
Autophagy HCS – autophagy modulation, high-content screen; MEF GFP-LC3 puncta imaging; test concentration mostly 10 µM; calls only at 10 µM (by protocol); hit rate 0.98% among 190,000; AID 463193;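 active = percentage of spot-positive cells more than 3 SD above its plate mean, without a fluorescence outlier flag or 80% toxicity; inconclusive = no clear call, values can overlap the other calls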;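 also: spot-positive cell cutoff set from DMSO-treated cells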
Dynein cargo inh – dynein cargo transport inhibition | z-score, hits read low | AID 1381 | hit rate 0.47% among 220,000 | 3617.4 mouse cells, GR-EGFP nuclear translocation imaging; test concentration mostly 20 µM; stimulated with dexamethasone, 1 µM; stronger effect = lower value;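 active = plate z-score of nuclear minus cytoplasmic receptor signal below a set negative limit, without overly bright fluorescence or cell loss, cut at about -3.5 in these data, passing the limit was not always enough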;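 also: z-score of nuclear minus cytoplasmic ring GR-EGFP intensity difference per well; some compounds called inactive have numbers as strong as hits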
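medium = tetracycline-free induction medium containing charcoal-stripped FBS | probe or stimulus = dexamethasone, 1.0 µM final | timing = 48 h induction, then 1 h compound, then 30 min agonist, 37 °C | detection = automated 10x imaging of fixed Hoechst-stained cells | read-out basis = nuclear versus cytoplasmic GR-EGFP signal, averaged per well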
Hep lipid drop – modulators of hepatic lipid droplet formation; AML12 mouse hepatocytes, oleate lipid droplets, BODIPY imaging; inhibition, % at 6.5 µM; hit rate 0.4% among 240,000; AID 1656;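 active = lipid droplet intensity inhibited by at least 50%, with more than 500 cells counted; inconclusive = wells with under 300 cells, treated as cytotoxic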
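Assay system: AML12 hepatocytes (mouse); Probe or stimulus: oleic acid at 100 µM to induce lipid droplet formation; Dosing: compound at 6.5 µM only; Schedule: compound with oleate, overnight; Detection: fluorescence imaging, 20x objective, two fields per well; Measure: % inhibition of lipid droplet signal.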
CSM14.1 death rescue – rescue of cells from ER stress-induced death, primary screen, 384-well, CSM14.1, thapsigargin, ATP luminescence (AID 1222); 190,000 tested, under 10 active; CSM14.1 thapsigargin-induced death rescue, ATP luminescence; higher % means a stronger effect; one-dose cellular ATP content (survival), % at 20 µM; EC50 in µM for titrated hits;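 active = EC50 below 50 µM in the dose-response confirmation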;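 also: death triggered by thapsigargin at about 15 µM added after 2 h compound pretreatment; cell ATP read after overnight thapsigargin exposure of roughly 18 to 22 hours; normalized against plate controls of thapsigargin alone and 5% DMSO vehicle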
Salmonella PhoP GFP – inhibitors of PhoP regulon expression, primary screen, Salmonella Typhimurium, GFP reporter (AID 1863); hit rate 0.16% among 300,000; one-dose inhibition, % at 50 µM; IC50 in µM for titrated hits; S. Typhimurium PhoP-regulated promoter GFP reporter, 4 h; higher % means a stronger effect;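 active = inhibition over 29.93%, a cutoff 3 SD above the screen mean, later confirmed by dose response; inconclusive = inhibition over 29.93% but no dose response follow-up; inactive = inhibition at most 29.93% or unconfirmed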;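 also: 0% = low Mg2+ inducing control and 100% = high Mg2+ repressing control; strong numbers were not always called active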
Dynein cargo inh cytoplasmic EGFP – also measured in Dynein cargo inh; calls as there; z-score; measured here: cytoplasmic GR-EGFP intensity; stronger effect = higher value
Dynein cargo inh nuclear GR-EGFP – second read-out of Dynein cargo inh, no call of its own (marks repeat the call); z-score; measured here: nuclear GR-EGFP intensity;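 lower value marks the stronger effect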
Dynein cargo inh cell count – recorded beside Dynein cargo inh, whose call it bears; z-score; measured here: cell count per field
Ins promoter up cell count – second read-out of Ins promoter up, no call of its own (marks repeat the call); cell count; measured here: cytotoxicity, nuclei count;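 total cells summed across four imaged fields per well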
Hep lipid drop cells 6.5 µM – also measured in Hep lipid drop; calls as there; cell count; measured here: cell count, cytotoxicity flag;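 cells counted across two imaged fields per well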
b-catenin transl cell count 5 µM – recorded beside b-catenin transl, whose call it bears; cell count; measured here: cell count, cytotoxicity flag
T cell modulator vesicle-bound % – also measured in T cell modulator; calls as there; double positive events, %; measured here: CD8+ vesicle-bound cell fraction;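 binding gate set so that unloaded-vesicle control wells show 10% double positive cells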
MT stabilize HCS Hoechst-high % – second read-out of MT stabilize HCS, no call of its own (marks repeat the call); % Hoechst-high responders; measured here: nuclear condensation Hoechst responders;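 share of cells brighter than vehicle mean plus two SD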
MT stabilize HCS cytotoxicity % – recorded beside MT stabilize HCS, whose call it bears; toxicity, %; measured here: cytotoxicity by cell density;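 0% = mean cell density of plate MIN control wells and 100% = no cells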
Autophagy HCS cell loss 18 h – recorded beside Autophagy HCS, whose call it bears; toxicity, %; measured here: cell loss, nuclei count;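 cell loss after 18 h compound exposure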
An asterisk follows results filed as active; i = inactive; ? = inconclusive; nt = not tested or not shown. A portion of the library; the hit share may differ from the screen's.

SMILES	T cell modulator	T cell modulator vesicle-bound %	Ins promoter up	Ins promoter up cell count	b-catenin transl	b-catenin transl cell count 5 µM	MT stabilize HCS	MT stabilize HCS Hoechst-high %	MT stabilize HCS cytotoxicity %	Autophagy HCS	Autophagy HCS cell loss 18 h	Dynein cargo inh	Dynein cargo inh cytoplasmic EGFP	Dynein cargo inh nuclear GR-EGFP	Dynein cargo inh cell count	Hep lipid drop	Hep lipid drop cells 6.5 µM	CSM14.1 death rescue	Salmonella PhoP GFP
Cc1c(C(c2ccccc2Cl)c2c(O)c3ccccc3oc2=O)c(=O)n(-c2ccccc2)n1C (configuration not stated)	i	41	2.4	1351	-2.2	1016	2.4	3.3	2.2	i	4	0.5	-0.29	0.13	-0.11	-1	601	-4.1%	6%
N#CC(C#N)=NNc1ccc(S(N)(=O)=O)cc1	i	47	-0.12	1095	-1.2	1365	nt	nt	nt	nt	nt	0.096	-0.22	0.7	-0.88	16	703	nt	-3%
CC(N)Cc1c[nH]c2cc3c(cc12)OCCO3 (configuration not stated)	i	23	0.77	1183	-1.4	1044	3.3	3.0	9.8	i	15	-0.37	-0.03	0.12	-0.49	16	690	nt	7%
CCN(CC)C(=O)N[C@H]1C[C@@H]2c3cccc4[nH]cc(c34)C[C@H]2N(C)C1	i	59	nt	nt	3.4	556	2.4	2.7	14	i	-44	-0.22	-0.27	0.075	1.1	1	729	-2.8%	1%
CCOP(=O)(OCC)C(O)c1ccc2c(c1)OCO2 (configuration not stated)	i	25	0.06	1036	-0.8	1351	nt	nt	nt	nt	nt	0.071	-0.25	0.34	-0.015	-7	718	nt	-7%
Cc1c(C(c2ccc(F)cc2)c2c(O)c3ccccc3oc2=O)c(=O)n(-c2ccccc2)n1C (configuration not stated)	i	5	-0.76	1398	-0.2	1009	4.1	2.0	6.1	i	-8	-0.21	-0.22	0.54	0.22	-12	661	-1.7%	2%
COC(=O)C1=COC(C)C2CN3CCC4(C(=O)Nc5ccccc54)C3CC12 (configuration not stated)	i	23	0.37	838	2.0	1114	nt	nt	nt	nt	nt	-0.46	-0.64	0.12	-0.099	24	633	nt	0%
CC12CC[C@H]3[C@@H](CCC4(O)C[C@H](O)CCC34/C=N/NC(=O)c3ccccc3F)C1(O)CCC2C1=CC(=O)OC1 (some centres not stated)	i	8	-0.26	1094	1.4	1322	nt	nt	nt	nt	nt	0.55	-0.24	0.87	-0.06	-6	634	nt	-10%
O=C(Cn1cnc2ccccc2c1=O)NCC(=O)N1CCC2(CC1)OCCO2	i	23	0.24	1331	-0.9	1097	2.5	2.3	12	i	0	0.098	-0.25	0.74	-0.75	-3	749	-3.3%	1%
CC(=O)c1c(O)n(C)c(=S)n(-c2ccccc2)c1=O	i	10	1	1563	-4.8	984	2.9	2.3	8.2	i	-30	-0.44	-0.032	0.14	0.087	nt	nt	-0.7%	-7%
Cc1ccc(-n2c(O)c(C=N)c(=O)n(-c3ccc(C)cc3)c2=O)cc1	i	20	0.54	1180	2.7	1115	nt	nt	nt	nt	nt	-0.58	0.36	-0.24	0.075	14	780	nt	-6%
Cn1cccc1/C=C1/C(=O)NC(=O)N(Cc2ccc(F)cc2)C1=O	i	30	nt	nt	3.9	1169	nt	nt	nt	nt	nt	1.1	-0.18	0.65	-0.41	-11	721	nt	-4%
CC(c1ccccc1F)n1cc(C(=O)Nc2ccc3nc[nH]c3c2)nn1 (configuration not stated)	i	27	0.38	1381	-1.6	1231	9.7	1.3	11	i	26	1.3	-0.13	1.5	-1.4	nt	nt	0.4%	-6%
CC(=O)NC(Cc1ccc(N(CCCl)CCCl)cc1)C(=O)NC(C(=O)O)C(C)C (configuration not stated)	i	59	0.93	1384	0.4	1465	3.3	1.4	4.7	i	26	0.34	-0.14	0.45	-0.5	-22	667	1.2%	1%
CCOC(=O)c1c(C)n(Cc2ccccc2)c2ccc(OCC(O)Cn3nc(C)cc3C)cc12 (configuration not stated)	i	49	?	nt	4.5	1140	2.1	1.3	11	i	1	1.8	-0.22	0.85	-0.84	-40	705	-0.9%	8%
CNC(=S)N1CC2CC(C1)c1cccc(=O)n1C2 (configuration not stated)	i	51	1.2	1197	1.2	1043	3.5	3.5	6.1	i	-7	2.7	-0.23	1.3	-1.8	-2	709	-1.1%	0%
COc1ccc(C)cc1NC(=O)N1CCC2(CC1)OCCO2	i	60	0.85	1480	0.9	954	4.1	1.5	1.3	i	38	0.021	-0.26	0.3	-0.7	15	717	-1.1%	-10%
Oc1c(Br)cc(Br)cc1CN1CCN(Cc2ccccc2)CC1	i	21	-0.04	944	-2.5	1204	5.5	2.9	3.5	i	1	0.089	-0.28	-0.023	0.0063	-23	755	-0.6%	10%
CC(=O)Nc1ccccc1C(=O)OCC(=O)c1ccccc1Cl	i	41	-0.03	1225	-1.5	553	3.9	2.1	7.5	i	9	0.095	-0.27	-0.017	-0.034	0	724	-0.3%	-3%
COC(=O)[C@]12OC[C@]34C([C@@H](O)[C@@H]1O)[C@]1(C)CC(=O)C(O)=C(C)[C@@H]1C[C@H]3OC(=O)[C@H](O)[C@@H]24 (some centres not stated)	nt	nt	nt	nt	0.1	813	nt	nt	nt	nt	nt	-0.064	-0.68	-0.013	-0.15	-2	665	nt	-8%
Cn1c(=O)c2nncnc2n(C)c1=O	i	45	-0.03	1173	-1.4	559	3.5	1.4	7.7	i	-1	-0.094	-0.2	0.56	0.11	4	754	-1.7%	6%
CCn1c(O)c(/C=N/NC(=O)c2ccncc2)c(=O)[nH]c1=S	i	36	0.25	1254	0.2	894	1.1	1.7	4.6	i	9	-0.29	-0.21	0.22	-0.77	-15	673	0.6%	-17%
Cn1cccc1CNCCc1ccccc1	i	19	0.08	1389	-2.5	1392	2.3	1.2	4.5	i	3	-0.45	0.064	0.094	-0.46	nt	nt	-1.0%	-8%
CCN(CC)c1ccc([N+](=O)[O-])c2cccnc12	i	51	0.07	1319	-0.3	1046	4.3	1.4	9.2	i	-2	-0.36	-0.26	-0.036	0.23	-2	743	-0.9%	-8%
CCOc1ccc(-n2c(O)c(C=NCCCn3ccnc3)c(=O)[nH]c2=O)cc1	i	18	-0.17	899	-2.3	1147	1.7	2.1	7.1	i	2	-0.85	-0.32	-0.26	0.78	4	769	-0.3%	24%

(list continues)
SMILES	T cell modulator	T cell modulator vesicle-bound %	Ins promoter up	Ins promoter up cell count	b-catenin transl	b-catenin transl cell count 5 µM	MT stabilize HCS	MT stabilize HCS Hoechst-high %	MT stabilize HCS cytotoxicity %	Autophagy HCS	Autophagy HCS cell loss 18 h	Dynein cargo inh	Dynein cargo inh cytoplasmic EGFP	Dynein cargo inh nuclear GR-EGFP	Dynein cargo inh cell count	Hep lipid drop	Hep lipid drop cells 6.5 µM	CSM14.1 death rescue	Salmonella PhoP GFP
Nc1ccc(S(=O)(=O)N2CCCCC2c2cccnc2)cc1 (configuration not stated)	i	39	1.4	819	nt	nt	15	1.5	3.9	i	3	0.91	-0.17	0.53	-0.59	nt	nt	-0.8%	3%
NC(=O)c1cn(C2OC(CO)C(O)C2O)c2ncnc(N)c12 (configuration not stated)	i	26	nt	nt	?	nt	20*	19*	68*	i	65	0.5	0.082	0.86	-0.36	?	nt	1.1%	11%
O=c1[nH]c(=S)[nH]c(O)c1N=Nc1ccc(SC(F)F)cc1	i	33	0.44	1403	-1.8	1079	nt	nt	nt	nt	nt	-0.18	-0.21	-0.18	1.1	5	670	nt	2%
CCOc1ccc(-n2c(O)c(C=NCCN3CCNCC3)c(=O)[nH]c2=O)cc1	i	20	0.06	824	-2.9	1033	3.3	2.0	8.2	i	45	0.64	-0.28	0.85	1.1	-28	758	1.0%	3%
CCn1cc(C(=O)NCc2ccccc2)c2ccccc21	i	44	0.56	1247	1.3	1084	2.8	4.5	5.4	i	7	-0.26	-0.22	0.16	-0.67	nt	nt	-1.5%	0%
Clc1ccc(C(c2ccccc2)c2ncc[nH]2)cc1 (configuration not stated)	i	56	0.13	1271	-0.8	1033	5.3	2.9	3.0	i	0	-0.66	0.021	-0.46	0.65	-4	641	0.4%	6%
CC1=C(/C=C/c2ccccc2)CCN(C)C1	i	42	0.18	1161	4.4	1367	3.4	3.0	12	i	19	-0.83	-0.072	0.28	1.2	nt	nt	-2.5%	8%
